RNase H inhibition: RNase H inhibition, HIV 1 Gag Pol polyprotein, FRET biochemical assay, screening (AID 372) | HIV-1 RT RNase H, FRET RNA/DNA substrate fluorescence; higher % means a stronger effect | inhibition, % at 10 µM; hits with a dose series show IC50 in µM | hit rate 0.77% among 100,000; in the data active = inhibition above about 50%
Starred values were filed as active, the others as inactive. These rows are one share of the data (hit frequency here may not be typical).

canonical_smiles,RNase H inhibition
O=C(Nc1ccccc1C(=O)NC(Cc1ccccc1)C(=O)NCCCn1ccnc1)c1ccccc1 (stereo not drawn),0%
COc1cc(/C=C2\C(=O)N(C)C(=O)N(c3ccccc3)C2=O)cc(OC)c1O,4%
CN(C)c1ccc(/C=N/N=C2/NC(=O)C(Cc3ccc(Cl)cc3)S2)cc1 (stereo not drawn),21%
Cc1cc(Cl)ccc1OCC(=O)Nc1ccccc1[N+](=O)[O-],32%
c1ccc(C(NCCNC(c2ccccc2)c2ccccc2)c2ccccc2)cc1,7%
COc1ccc2nc(SCC(=O)Nc3cccc(NC(C)=O)c3)[nH]c2c1,0%
O=C(O/N=C(/c1ccncc1)c1ccc([N+](=O)[O-])cc1)c1cccc(F)c1,0%
COc1ccc(N(CC(=O)Nc2ccccc2Cl)S(=O)(=O)c2ccccc2)cc1OC,8%
COc1ccc(C2=NC(=Cc3cccc4ccccc34)C(=O)O2)cc1,2%
O=C(CSc1nc2sc3c(c2c(=O)n1-c1ccc(Cl)cc1)CCC3)Nc1ccccc1,20%
CCOC(=O)c1c(NC(=O)/C=C/c2cccs2)sc2c1CCCC2,8%
COC(=O)C1=C(C)NC2=C(C(=O)CC(C)(C)C2)C1c1ccccc1Br (stereo not drawn),7%
N#Cc1ccc(-c2ccccc2)[nH]c1=O,5%
O=C(/C=C/c1cccc(N2C(=O)c3ccccc3C2=O)c1)c1cccc(N2C(=O)c3ccccc3C2=O)c1,43%
O=C(NC(=S)Nc1ccc2nn(-c3ccc(Cl)cc3)nc2c1)c1cccs1,45%
COc1ccc(NC(=O)CSc2nc3ccccc3[nH]2)c(OC)c1,0%
O=C1CC(c2ccccc2)CC2=C1C(c1ccccn1)Nc1ccccc1N2 (stereo not drawn),8%
O=C1NN(c2ccc(F)cc2)C(=O)/C1=C\c1ccc(-c2ccc(Br)cc2)o1,4%
CCc1ccccc1N1C(=O)C2C(c3ccccc3Cl)OC3(C(=O)c4ccccc4C3=O)C2C1=O (stereo not drawn),7%
CN(c1ccc(C(=O)Nc2ccccc2F)cc1)S(=O)(=O)c1ccccc1,9%
CS(=O)(=O)N(Cc1ccccc1)c1ccccc1C(=O)Nc1ccc(Cl)c(C(F)(F)F)c1,14%
COc1cc(OC)c(C2NC(=S)NC(C)=C2C(=O)Nc2ccccc2)cc1OC (stereo not drawn),9%
CCN(CC)c1ccc(/C=N/NC(=O)c2ccc(OC)cc2)c(O)c1,17%
Cc1ccc(C(=O)Nc2ccc(Cl)cc2)c(Cl)c1,9%
COC(=O)c1sc(NC(=O)CCCOc2ccc(Cl)cc2Cl)c(C(=O)OC)c1C,5%
CCc1nnc(NC(=O)c2cc([N+](=O)[O-])ccc2Cl)s1,14%
COc1cc(NS(=O)(=O)c2cc(Cl)ccc2Cl)c(OC)cc1Cl,44%
COc1cc2ccccc2cc1C(=O)NC(=S)Nc1ccc(-c2nc3ccccc3o2)cc1,6%
CCOC(=O)C1=C(c2ccccc2)S/C(=C2/C(=S)C(C)(C)N(C(C)=O)c3ccc(OCC)cc32)S1,19%
CCc1ccc(NS(=O)(=O)c2ccc(NC(C)=O)cc2)cc1,5%

The closing five records of the section before lead into the next:
canonical_smiles,RNase H inhibition
CCc1nnc(NC(=O)c2cc([N+](=O)[O-])ccc2Cl)s1,14%
COc1cc(NS(=O)(=O)c2cc(Cl)ccc2Cl)c(OC)cc1Cl,44%
COc1cc2ccccc2cc1C(=O)NC(=S)Nc1ccc(-c2nc3ccccc3o2)cc1,6%
CCOC(=O)C1=C(c2ccccc2)S/C(=C2/C(=S)C(C)(C)N(C(C)=O)c3ccc(OCC)cc32)S1,19%
CCc1ccc(NS(=O)(=O)c2ccc(NC(C)=O)cc2)cc1,5%
CCCOc1ccc(/C=C2/C(=O)NC(=O)N(c3ccccc3F)C2=O)cc1OC,17%
COc1cc(NC(=O)Cc2ccc(OC)c(OC)c2)c2ncccc2c1,4%
CCOc1ccc(/C=C2\SC(=S)N(Cc3ccccc3)C2=O)c(OCC)c1,12%
CCOc1ccc(NC(=S)NC(=O)c2ccc(OC)c(Cl)c2)cc1,25%
Cc1ccc(N2C(=O)c3ccc(Oc4ccc5c(c4)C(=O)N(c4ccc(C)c(C)c4)C5=O)cc3C2=O)cc1C,0%
Cc1ccc(NC(=O)C(=O)NCCN2CCN(S(C)(=O)=O)CC2)cc1,0%
CCOC(=O)N1CCN(CCC(=O)Nc2cccc(Cl)c2C)CC1,16%
O=C(NC12CC3CC(CC(C3)C1)C2)c1cc2ccccc2o1,0%
Cc1ccc(/C=C2\C(=O)NN(c3ccc(Cl)c(Cl)c3)C2=O)cc1,12%
COc1cc(OC)c(OC)cc1CN1CCN(c2ccc(Cl)cc2)CC1,7%
COc1cc([N+](=O)[O-])ccc1NC(=O)COc1cccc(C)c1,14%
O=c1nc(/C=C/c2cccc3ccccc23)cc(C(F)(F)F)[nH]1,5%
CCOC(=O)C1=CN(c2ccc(OCC)cc2)C=C(C(=O)OCC)C1c1ccc(OC)c(OC)c1,12%
O=C(NC(C(Cl)(Cl)Cl)S(=O)(=O)c1ccccc1)c1ccccc1 (stereo not drawn),0%
COc1ccc(CCNC(=O)c2cnccn2)cc1,10%
O=C(O)CP(=O)(c1ccccc1)c1ccccc1,3%
CCOc1cccc(C(=O)Nc2nnc(COc3ccc(Br)cc3)s2)c1,5%
O=C(O)c1cccc([N+](=O)[O-])c1C(=O)Nc1nc2c(s1)CCCC2,6%
CCC(C)OC(=O)C1=C(C)NC2=C(C(=O)CC(c3ccccc3)C2)C1c1ccc(O)c(OC)c1 (stereo not drawn),1%
Cc1ccc(-c2noc(C3CCCCC3)n2)cc1,18%
CCCCc1ccc(-c2csc(/C(C#N)=C/c3ccco3)n2)cc1,7%
CCO/C(C)=C1\C(=O)N(CC)c2ccccc21,6%
Cc1ccc(NC(=O)c2ccc(F)cc2)c(C)c1,0%
CCCCN(CCCC)C(=O)c1cccc([N+](=O)[O-])c1,3%
CCOC(=O)C(CCCCOc1ccc(C)cc1C)C(=O)OCC,12%
CCCOC(=O)c1ccccc1OC(=O)c1ccc([N+](=O)[O-])cc1,8%
Cc1[nH]c2ccccc2c1C(=O)/C=C/c1c2ccccc2cc2ccccc12,11%
C=C(C)CNC(=S)NNC(=O)c1cccc(C)c1,0%
CCOc1ccc(C=Nc2ccc3c(c2)nc(C)n3C)cc1,5%
Cc1ccc(N(CC(=O)N/N=C/c2ccc(Br)cc2)S(=O)(=O)c2ccccc2)cc1,6%

Exported with each value named: entries from further up
> CCOc1ccc(C=Nc2ccc3c(c2)nc(C)n3C)cc1
  RNase H inhibition: 5%
> CCCCN(CCCC)C(=O)c1cccc([N+](=O)[O-])c1
  RNase H inhibition: 3%
> COc1cc([N+](=O)[O-])ccc1NC(=O)COc1cccc(C)c1
  RNase H inhibition: 14%
> CCC(C)OC(=O)C1=C(C)NC2=C(C(=O)CC(c3ccccc3)C2)C1c1ccc(O)c(OC)c1 (stereo not drawn)
  RNase H inhibition: 1%

Going on with the list:
canonical_smiles,RNase H inhibition
CCSc1nc2ccccc2n1C(=O)/C=C/c1ccc(OC)c(OC)c1,3%
COc1ccc2c(c1OC)C(=O)N(c1ccc(C(C)=O)cc1)C2=O,11%
COc1ccc(-c2n[nH]c(=S)n2N)cc1OC,0%
CCN(CC)C(=S)SCCC(=O)NC(=O)Nc1ccc(Br)cc1,16%
O=C(Nc1ccc(N2CCOCC2)cc1)c1cc(Br)ccc1Cl,8%
O=[N+]([O-])c1cccc(N=Cc2ccccc2OCc2ccccc2)c1,10%
CC(C)NC(=O)C(=O)Nc1ccc2c(c1)OCCO2,0%
C/C(=C\C(=S)Nc1ccccc1)Nc1ccc(Br)cc1,8%
Cc1ccc(F)c(NC(=O)Nc2cccc(Cl)c2)c1,8%
Nc1ccc(-c2nnc(-c3ccncc3)o2)cc1,0%
COC(=O)c1ccc(C2C(C#N)=C(N)Oc3c2c(C)nn3-c2ccccc2)cc1 (stereo not drawn),3%
Cn1ccnc1S/C(C=O)=C/c1ccccc1,3%
CCc1ccc(C2C(C#N)=C(N)SC(N)=C2C#N)cc1,13%
Cc1cc(C)c2oc(-c3cccc(NC(=S)NC(=O)c4ccccc4F)c3C)nc2c1,14%
O=C(/C=C/c1nc2ccccc2[nH]1)c1c(-c2ccccc2)c2cc(Cl)ccc2[nH]c1=O,33%
COc1ccc(Cl)cc1N(CC(=O)NCC(C)C)S(=O)(=O)c1ccc(C)c([N+](=O)[O-])c1,14%
CCOC(=O)C1=C(O)/C(=C/c2ccc(OC)c(OC)c2)SC1=Nc1ccc([N+](=O)[O-])cc1,4%
CN(C)/C=N/n1cnc2scc(-c3ccc(Cl)cc3)c2c1=O,0%
CCN1C(=O)/C(=C\c2ccc(O)c(OC)c2)SC1=S,36%
COc1cc(/C=C2\SC(=O)N(c3ccccc3)C2=O)c(Br)cc1OCC(=O)O,14%
Cn1c(/C=N/NC(=O)c2ccccc2Br)nc2ccccc21,7%
C=COCn1c2ccc(Br)cc2c2cc(Br)ccc21,4%
CCOC(=O)c1sc(NC(=O)c2ccc([N+](=O)[O-])s2)nc1C,2%
CS(=O)(=O)N(CC(=O)Nc1cccc(Br)c1)c1cccc(C(F)(F)F)c1,4%
COc1ccc(CN2CCN(S(=O)(=O)c3ccc(OC)cc3)CC2)cc1,11%
Cc1cc(C)cc(N(CC(=O)NCCSCc2ccccc2)S(=O)(=O)c2ccccc2)c1,0%
COCCOC(=O)c1c(C)oc2ccc(OC(=O)N3CCOCC3)cc12,3%
O=C1/C(=C/c2ccc(Cl)cc2)SC(=S)N1Cc1ccco1,11%
Cc1cccc(NS(=O)(=O)c2ccc(Cl)cc2)n1,0%
O=C(COc1ccc([N+](=O)[O-])cc1)Nc1ccc(I)cc1Cl,5%

The results go on:
Structure	RNase H inhibition
CCOC(=O)C1=C(C)N=c2s/c(=C\c3ccc(-c4ccccc4[N+](=O)[O-])o3)c(=O)n2C1c1cc(OC)ccc1OC (stereo not drawn)	1%
Cc1ccc(Oc2cc(O)c3c4c(onc24)-c2ccccc2C3=O)cc1	12%
Cc1ccc(S(=O)(=O)/N=C2\C=C(Sc3ncn[nH]3)C(=O)c3ccccc32)cc1	1.3µM*
COc1ccccc1C(=O)Nc1cccc(C)c1C	0%
O=C(c1ccccc1F)N1CCN(c2ccc([N+](=O)[O-])c(NCc3ccccc3)c2)CC1	0%
O=C(c1ccc([N+](=O)[O-])c(Br)c1)N(c1ccccn1)c1ccccn1	2%
CCCOc1ccccc1C1C(C(=O)OCC)=C(C)NC2=C1C(=O)CCC2 (stereo not drawn)	3%
Cc1ccc2c(c1)C(=Cc1nc3ccccc3c(=O)n1-c1ccccc1[N+](=O)[O-])C(=O)N2	16%
CCN(CC)S(=O)(=O)c1ccc(Cl)c(C(=O)O)c1	7%
O=C1SC(Cc2ccc(O)cc2)C(=O)N1C(c1ccccc1)(c1ccccc1)c1ccccc1 (stereo not drawn)	0%
N#Cc1c(N)nc2c(c1-c1ccc(Cl)cc1Cl)CCCCCC2	0%
O=C(c1ccc2c(c1)OCO2)N1CCCc2ccccc21	16%
Cc1ccc(C)c(NC(=O)CC(C)c2ccccc2)c1 (stereo not drawn)	6%
C/C(=N\NC(=O)c1cccc(Cl)c1)c1ccc(-c2ccccc2)cc1	34%
COc1ccc(OCC(=O)Nc2ccc(S(=O)(=O)C(F)F)cc2)cc1	0%
Nc1n[nH]c(N)c1N=Nc1cccc(F)c1	0%
COc1ccc(Cl)cc1C(=O)Nc1nc(-c2ccc(C)cc2)cs1	10%
Cc1ccc(N2NC(=O)/C(=C/c3cc(I)cc(I)c3O)C2=O)cc1	0%
Clc1ccc(Cc2noc(-c3cccs3)n2)cc1	15%
CCOC(=O)c1ccccc1NC(=O)c1cnccn1	0%
O=C(Nc1ccc(Cl)cc1Cl)Nc1ccccc1C(F)(F)F	5%
CCCn1c(=O)c(C(=O)NNC(=O)COc2ccccc2)c(O)c2ccccc21	2%
Cc1cc(F)ccc1NC(=O)c1ccccc1	1%
Cc1ccc(C(=O)Nc2nc3ccccc3n2Cc2ccccc2Cl)cc1	14%
COc1ccc(CN2CCSCC2)cc1OC	5%
O=C(O)CCC(=O)Nc1ccccc1-c1ccccc1	1%
O=C(Nc1cccc(-c2nc3ncccc3o2)c1)c1cccc(OCc2ccccc2)c1	0%
CCCOc1ccc(C(=O)Nc2ccc3oc(-c4cccnc4)nc3c2)cc1	0%
O=c1oc2cc(O)c([N+](=O)[O-])cc2cc1-c1csc(-c2ccc(Br)cc2)n1	11%
CC1(C)N=C(C(=O)c2ccccc2)[N+]([O-])=C1c1ccccc1	11%
CC1(C)CC(=O)C=C(NCCN2CCN(C(=O)Nc3ccccc3)CC2)C1	0%
CC(=O)c1cccc(Nc2nc(-c3c(C)nc4ccccn34)cs2)c1	11%
COc1ccccc1OCC(=O)NNC(=O)Cc1cccs1	33%
O=C(NCCNc1ccc([N+](=O)[O-])cc1)c1ccccc1Br	0%
COc1cc(NC(=O)c2cc3ccccc3cc2O)c(OC)cc1NC(=O)c1cc2ccccc2cc1O	0%
COc1ccc2nc(SCC(=O)Nc3ccc(F)cc3)[nH]c2c1	3%
CN(C)c1ccc(NS(=O)(=O)c2ccc(Cl)cc2)cc1	7%
Cc1nnc(N/N=C/c2c(O)ccc3ccccc23)[nH]c1=O	0%
COc1cccc(/C=N/N=C2/NC(=O)CS2)c1	13%
O=C(CSc1ncn[nH]1)NCCOc1ccccc1	7%
O=C1NN(c2ccccc2)C(=O)/C1=C/c1cccc2ccccc12	13%
C=CCN1C(=O)C(Cc2ccc(SC(F)F)cc2)SC1=Nc1ccc(C(=O)O)cc1 (stereo not drawn)	9%
CCOc1ccc(/C=C2\C(=O)NC(=O)N(c3ccc(Cl)cc3)C2=O)cc1Br	7%
CCOC(=O)C1=C(C)NC(=O)NC1c1cc(OCC)c(O)c([N+](=O)[O-])c1 (stereo not drawn)	12%

Screening results (PubChem BioAssay)
